Yeast superoxide = caloric restriction mimetics inhibiting age-related superoxide in yeast; 0.18% of 330,000 active; S. cerevisiae aged cells, superoxide DHE fluorescence; hits give low values; superoxide response (% of plate mean), % at 10 µM;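 active means superoxide response under a set limit, about three screen SD below normal, cut at about 65% in these data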;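 further: yeast aged for seven days with compound at 30 °C before DHE staining; 100% = average MFI of all compound-treated wells on the plate with controls excluded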
LAP4-GFP MLPCN = yeast TOR pathway LAP4-GFP modulation | S. cerevisiae LAP4-GFP multiplex, flow cytometry GFP, 3 h; median GFP as percent of DMSO wells | GFP response vs DMSO, % at 10 µM | 0.34% of 320,000 active | AID 2023;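 active means GFP response vs DMSO above a set limit, about the screen mean plus 3 SD, cut at about 150% in these data; inconclusive means under 70 cell events counted for the yeast strain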
RPL19A TOR yeast = alters RPL19A-GFP fluorescence in TOR pathway yeast screen. 0.3% of 330,000 active. S. cerevisiae RPL19A-GFP strain, flow cytometry, 3 h; hits give low values. percent response vs DMSO, % at 10 µM;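 active means percent response vs DMSO below 50%; inconclusive means fewer than 70 events counted for the yeast strain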;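 further: median channel GFP fluorescence of the barcoded RPL19A-GFP strain; ratio of sample median GFP to plate DMSO average so 100% = DMSO; lower means less RPL19A-GFP as with rapamycin TOR inhibition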
MEP2-GFP yeast = modulators of TOR pathway MEP2-GFP in S. cerevisiae. S. cerevisiae MEP2-GFP strain, flow cytometry GFP, 3 h; 100% = DMSO control level. GFP response vs DMSO, % at 10 µM. 0.51% of 330,000 active. AID 2016;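 active means GFP response versus DMSO above a set limit, roughly screen mean plus 3 SD, cut at about 180% in these data; inconclusive means fewer than 70 cells counted for a yeast strain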;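 further: median GFP fluorescence of the barcode-gated MEP2-GFP cells per well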
CIT2-GFP yeast = modulators of TOR pathway CIT2-GFP in S. cerevisiae | S. cerevisiae CIT2-GFP strain, flow cytometry, 3 h; 100 means same as DMSO wells | GFP response vs DMSO, % at 10 µM | 0.065% of 320,000 active | AID 2029;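 active means GFP response relative to DMSO above a set limit, near the screen mean plus 3 SD, cut at about 150% in these data; inconclusive means Fewer than 70 cells measured for a yeast strain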;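 further: ratio of well median GFP fluorescence to mean of DMSO wells on the plate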
GRK2 aptamer HTS = blocks RNA aptamer binding to human GRK2; P25098; bead flow cytometry, FAM-aptamer displacement from GRK2; inhibition of aptamer binding, % at 10 µM; 0.59% of 330,000 active; AID 488847;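 active means inhibition of aptamer binding above 40%, roughly 3 SD of noise, on plates passing a quality check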;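 further: median bead fluorescence of bound FAM aptamer so fluorescent compounds give negative values; no value below 0 was filed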
Target sequence (P25098 whole entry, looked up): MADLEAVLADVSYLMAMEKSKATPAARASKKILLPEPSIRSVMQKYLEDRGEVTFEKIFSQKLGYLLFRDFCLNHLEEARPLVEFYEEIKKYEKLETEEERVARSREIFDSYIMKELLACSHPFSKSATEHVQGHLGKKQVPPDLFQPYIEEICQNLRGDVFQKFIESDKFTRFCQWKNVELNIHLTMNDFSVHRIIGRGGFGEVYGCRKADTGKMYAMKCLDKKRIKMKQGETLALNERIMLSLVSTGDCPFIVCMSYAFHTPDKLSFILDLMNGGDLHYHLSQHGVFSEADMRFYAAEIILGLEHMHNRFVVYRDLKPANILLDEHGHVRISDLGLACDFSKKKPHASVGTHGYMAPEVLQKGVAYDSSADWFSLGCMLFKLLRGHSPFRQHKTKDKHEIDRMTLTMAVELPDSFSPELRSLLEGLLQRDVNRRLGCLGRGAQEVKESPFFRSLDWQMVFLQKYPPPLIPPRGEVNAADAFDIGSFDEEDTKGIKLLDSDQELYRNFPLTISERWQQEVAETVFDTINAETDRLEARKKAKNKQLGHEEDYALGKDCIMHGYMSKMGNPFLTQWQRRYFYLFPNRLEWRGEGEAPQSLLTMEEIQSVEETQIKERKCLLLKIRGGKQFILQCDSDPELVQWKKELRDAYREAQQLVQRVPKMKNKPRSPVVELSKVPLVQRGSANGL
AGP1-GFP MLPCN = alters AGP1-GFP fluorescence in TOR pathway yeast screen | S. cerevisiae AGP1-GFP multiplex flow cytometry, 3 h; GFP as percent of DMSO wells | GFP response vs DMSO, % at 10 µM | 0.02% of 320,000 active | AID 2066;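 active means GFP response relative to DMSO above a set limit, near screen average plus 3 SD, cut at about 150% in these data; inconclusive means fewer than 70 cells counted for the yeast strain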;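 further: median GFP channel fluorescence of the gated AGP1 strain per well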
VLA-4 inh = inhibition in a human VLA-4 binding assay. P13612. VLA-4 expressing cells, ligand binding flow cytometry. inhibition, % (about 7 µM as worked out from the volumes in the protocol). 0.2% of 330,000 active. AID 2557; in the data active means inhibition above about 50%
* marks the source's active call; other numbers are inactive results; ? = inconclusive; / = no result given; & = joins results of further samples; [ ] = remark or other dose.

SMILES	Yeast superoxide	LAP4-GFP MLPCN	RPL19A TOR yeast	MEP2-GFP yeast	CIT2-GFP yeast	GRK2 aptamer HTS	AGP1-GFP MLPCN	VLA-4 inh
COc1ccc(-n2c(SCC(=O)Nc3ccc(Br)cc3)nc(O)cc2=O)cc1	96	103	98	101	97	1	105	10
Cc1cccc(NC(=O)CN2C(=O)NC3(CCCC3)C2=O)n1	97	?	?	?	?	1	?	3
N#CCSc1nc2sc3c(c2c(=O)n1C1CCCCC1)CCCC3	93	87	94	94	101	2	/	-32
Cc1[nH]nc(SCC(=O)NC2CCCCC2)c1[N+](=O)[O-]	69	101	93	92	102	0	101	10
C/C(=N\N=C(/N)SC1CC(=O)N(c2ccc(Cl)c(Cl)c2)C1=O)c1cccs1 (stereo not drawn)	90	94	94	89	89	0	95	39
Cc1cccc(NC(=O)c2cc(N3CCOCC3)nc3ccccc23)c1	107	97	92	94	93	0	/	11
Cn1nccc1C(=O)Nc1ccc2c(c1)OCCO2	89	108	100	108	93	100*	99	16
N#Cc1ccc(NC(=S)NCCN2CCOCC2)cc1	100	103	101	104	108	1	101	10
COc1ccc(C2(c3ccc(OC)cc3)NC(=O)N(CC(=O)Nc3ccc(OC)c(OC)c3)C2=O)cc1	115	100	108	111	102	0	104	17
COC(=O)c1cn(NC(=O)C2CCC(C)CC2)c(=O)c2ccccc12 (stereo not drawn)	104	98	99	99	105	0	102	1
CCc1ccc(CNC(=O)C2CCN(S(=O)(=O)N3CC(C)CC(C)C3)CC2)cc1 (stereo not drawn)	118	98	96	102	92	1	98	32
CCCCn1c(=O)[nH]c(=O)c2c1nc(-c1ccc(OCC)cc1)n2CC	111	102	104	109	101	0	102	30
CC1CC(C)(C)NC(=S)N1CC(=O)N1CCN(Cc2ccc3c(c2)OCO3)CC1 (stereo not drawn)	98	106	95	97	106	7	107	-8
O=C(NCCC1=CCCCC1)C1COc2ccccc2O1 (stereo not drawn)	103	102	94	95	89	0	95	-16
Cc1cc(NC(=O)CN2C(=O)NC(CC(C)C)C2=O)no1 (stereo not drawn)	129	95	98	97	90	1	91	-1
Cc1c(Cl)c([N+](=O)[O-])nn1CC(=O)N1CCCc2ccccc21	108	95	100	103	102	0	97	16
O=C1C2C3c4ccccc4C(c4ccccc43)[C@@H]2C(=O)N1c1nc(-c2ccccc2)cs1 (stereo partly drawn)	94	100	95	101	108	0	100	9
COc1cccc(/C=C2\SC(=O)N(CCC(=O)NC3CCS(=O)(=O)C3)C2=O)c1 (stereo not drawn)	95	97	100	100	103	0	100	0
CC1=C(C(=O)OC(C)C)C(c2ccc(C)o2)C(C(=O)OC(C)C)=C(C)N1	94	106	97	92	88	2	101	19
Nc1ccc(SCc2cccnc2)cc1	75	98	119	114	103	0	104	-3
CC(C)CSc1nc(N2CCOCC2)c2c(c1C#N)CC(C)(C)SC2	98	98	101	94	99	1	106	-15
COc1cccc(Cn2nnc(C(=O)Nc3cc(C)ccc3OC)c2N)c1	92	101	105	104	110	0	108	3
Cn1cc(CN2CCCC(C(=O)c3cc(F)ccc3F)C2)c2ccccc21 (stereo not drawn)	105	96	96	99	82	5	97	3
O=S(=O)(Nc1ccc(N2CCCCC2)cc1)c1cccs1	101	91	93	94	96	0	98	-28
COc1cc(NC(=S)N2CCCCC2C)cc(OC)c1OC (stereo not drawn)	98	100	102	101	97	4	114	-1
Cn1cc(/C=C2\SC(=O)N(c3ccccc3)C2=O)c2ccccc21	108	97	104	101	97	2	105	-3
C=CCn1c(O)c(N=NC(=S)Nc2ccccc2F)c2ccccc21	96	?	?	?	92[may fluoresce red]	2	?	-22
CCn1c(C)nnc1SCC(=O)Nc1ccccc1OC	97	94	106	109	100	0	98	7
Cc1cc(=O)oc2cc(OC(C)C(=O)Nc3ccc(N4CCCCC4)cc3)ccc12 (stereo not drawn)	89	95	100	105	94	0	100	0
Cc1ccccc1OCC(O)Cn1c(=N)n(CCN2CCOCC2)c2ccccc21 (stereo not drawn)	97&96	145&109	94&103	97&108	96&104	0&0	103&111	-7&24
Cc1ccc(NC(=O)CSc2nnc(-c3cccnc3)n2-c2ccc(C)cc2)cc1	95	109	102	109	114	0	107	4
CC(/C=C/c1ccccc1)=N/NC(=O)c1nc2nc(C)cc(C)n2n1	98	?	?	?	?	0	?	-7
Fc1cccc(CSc2ccc(-c3ccc4c(c3)OCO4)nn2)c1	100	90	105	104	106	6	103	4
NC(=O)c1ccc(NC(=O)COC(=O)CCC(=O)c2ccc(Cl)cc2)cc1	120	92	106	98	100	0	104	5
Cc1oc(-c2ccccc2F)nc1CS(=O)CC(=O)NCc1ccccn1 (stereo not drawn)	106	97	97	105	102	2	100	10
CCn1c2ccccc2c2nnc(SCC(=O)N3CC(C)OC(C)C3)nc21 (stereo not drawn)	115	93	96	97	88	0	93	5
Cc1ccc(-n2ncc3c(Nc4cccc(C(=O)O)c4)ncnc32)cc1	108	104	101	105	111	1	104	11
CCc1ccc(C2C(C#N)=C(N)N(N3CCOCC3)C3=C2C(=O)CC(C)(C)C3)s1 (stereo not drawn)	103	100	103	99	104	3	107	5
c1ccc(-c2ccccc2-n2cnnn2)cc1	99	101	102	100	101	2	104	8
COc1ccccc1NC1SC(=O)N(c2ccccc2)C1=O (stereo not drawn)	131	101	104	99	90	1	99	19
Cc1cccnc1Nc1nc(-c2ccccn2)cs1	72	104	62	103	67	4	63	9
N#Cc1nc(Nc2cc(F)cc(F)c2)c2ncn(CC(F)F)c2n1	81	112	94	99	111	0	101	0
COc1cc(C(=O)NCCc2ccc(S(=O)(=O)N3CCCC3)cc2)cc(OC)c1OC	99	117	96	96	101	0	98	-14
CCN(CC(=O)Nc1ccccc1C(F)(F)F)C(=O)c1ccc2c(=O)n3c(nc2c1)CCC3	109	90	88	89	85	0	88	-43
O=C(Nc1ccccc1F)Nc1cccc2ccc(O)cc12	94	96	105	106	100	27	100	-15
COc1cc2c(cc1OC)CN(C(=O)Nc1ccccc1Cl)CC2	115	97	111	113	104	2	99	0
Cc1cc(C(=O)OC(C(=O)Nc2cccc(C(F)(F)F)c2)c2ccccc2)c(C)o1 (stereo not drawn)	109	122	94	109	97	3	107	14
COc1ccc(C2C(C(=O)O)c3ccccc3C(=O)N2Cc2ccco2)cc1 (stereo not drawn)	67	105	93	102	105	0	98	-8
Cc1ccccc1NC(=S)N(C)Cc1cccs1	97	93	91	89	91	2	95	12
Cc1ccc(OCC(=O)N2CCN(c3nnc(-c4ccccc4)c4ccccc34)CC2)cc1	114	96	106	116	124	3	111	23
COc1ccccc1CNC(=O)Cn1cnc2ccccc2c1=O	97	102	98	100	95	0	/	5
COc1ccc(NC(=O)NCCCN2CCCC2=O)c(OC)c1	128	99	94	96	98	1	93	0
O=C(Nc1ccc(CCC(=O)N2CCCC2)cc1)c1ncn[nH]1	103	92	98	91	94	1	94	4
CN(Cc1ccccc1)C(=O)COC(=O)c1ccccc1Nc1ccccc1	102	91	100	86	94	2	91	-13
C/C(=N\NC(=O)CCc1ccc(S(=O)(=O)N2CCOCC2)cc1)c1ccccc1Cl	88	103	99	98	105	0	106	-1
CNC(=S)N/N=C/c1ccc(OCc2ccccc2)c(Br)c1	99	83	97	97	93	0	89	-1
O=C(CSc1ccccn1)Nc1nonc1[N+](=O)[O-]	94	83	108	109	104	5	93	-10
CCN(CC)CCOC(=O)C1c2ccccc2Oc2ccccc21	100	94	98	100	100	0	100	21
CC1Cc2cc(-c3csc(NC(=O)Cc4cccs4)n3)ccc2N1S(C)(=O)=O (stereo not drawn)	112	116	105	114	105	2	113	2
COc1ccc(COC(=O)C2=C(C)NC(=O)NC2c2ccc(OC)cc2)cc1 (stereo not drawn)	85	101	111	118	101	0	103	-3
Next section:
SMILES	Yeast superoxide	LAP4-GFP MLPCN	RPL19A TOR yeast	MEP2-GFP yeast	CIT2-GFP yeast	GRK2 aptamer HTS	AGP1-GFP MLPCN	VLA-4 inh
O=C(C1CCCCC1)N1CCc2ccccc21	99	99	97	99	98	7	105	1
CCOC(=O)C1=C(C)N(c2ccccc2)C(=O)C1CC(=O)O (stereo not drawn)	88	91	104	101	/	0	104	12
Fc1cc(Br)ccc1NC(=S)Nc1ccccc1	89	101	94	88	79	3	88	-13
CCCCOc1ccc(C2/C(=C(\O)c3ccc4c(c3)OCCO4)C(=O)C(=O)N2CCCN2CCOCC2)cc1 (stereo not drawn)	85	88	110	108	/	0	104	2
Cc1ccc(NC(=O)c2ccccn2)c(Br)c1	98	91	93	94	92	6	95	2
O=C(CCN1C(=O)COc2ccccc21)NCCN1CCOCC1	127	98	97	100	96	0	99	-9
COc1ccc(CN2C(=NC(=O)C3CC3)SC3CS(=O)(=O)CC32)cc1 (stereo not drawn)	85	89	89	106	95	0	60	7
Cc1oc(C(=O)O)cc1CSc1nnc(-c2ccccc2)n1C	98	95	102	100	93	3	100	-3
O=C(Nc1nnc(C2COc3ccccc3O2)o1)c1ccc(F)cc1 (stereo not drawn)	115	92	97	97	90	0	91	13
COc1ccccc1-n1cnnc1SC(C)C(=O)Nc1ccc(NC(C)=O)cc1 (stereo not drawn)	91	95	93	110	96	2	101	24
Cc1ccc(NC(=O)c2sc3nc(N)c(C#N)cc3c2N)cc1	91	98	107	96	99	0	98	-2
O=C(CSc1nnc(-c2cccnc2)o1)Nc1cccc(F)c1	86	111	100	93	96	0	102	8

Some of the entries above in a different format:
molecule | Yeast superoxide | LAP4-GFP MLPCN | RPL19A TOR yeast | MEP2-GFP yeast | CIT2-GFP yeast | GRK2 aptamer HTS | AGP1-GFP MLPCN | VLA-4 inh
Cc1ccc(NC(=O)c2ccccn2)c(Br)c1 | 98 | 91 | 93 | 94 | 92 | 6 | 95 | 2
O=C(CCN1C(=O)COc2ccccc21)NCCN1CCOCC1 | 127 | 98 | 97 | 100 | 96 | 0 | 99 | -9
COc1ccc(CN2C(=NC(=O)C3CC3)SC3CS(=O)(=O)CC32)cc1 (stereo not drawn) | 85 | 89 | 89 | 106 | 95 | 0 | 60 | 7

Other results:
SMILES	Yeast superoxide	LAP4-GFP MLPCN	RPL19A TOR yeast	MEP2-GFP yeast	CIT2-GFP yeast	GRK2 aptamer HTS	AGP1-GFP MLPCN	VLA-4 inh
CC1(C)CC(NC2C3CC4CC(C3)CC2C4)CC(C)(C)N1 (stereo not drawn)	118	115	98	96	106	0	107	-3
O=C(COc1cccnc1[N+](=O)[O-])N1CCN(S(=O)(=O)c2ccccc2)CC1	98	98	105	107	102	0	104	29
CCCCOC(=O)c1ccc(NC(=S)NC(=O)c2c(Cl)cnn2C)cc1	96	102	104	105	101	0	101	-3
CN(C(=O)c1cccc(NC(=O)Cc2cccc([N+](=O)[O-])c2)c1)C1CC1	99	100	99	100	92	0	100	1
CCOc1ccccc1NC(=O)NNS(=O)(=O)c1cc(OC)ccc1OC	103	93	101	108	102	2	96	-13
O=C(COC(=O)COc1ccc2c(c1)CCC2)Nc1ccccc1	119	104	99	95	100	1	99	-1
Cc1ccc(Cc2nnc(SCC(=O)Nc3c(C)cccc3C)[nH]c2=O)cc1	98	103	91	94	92	5	96	3
COc1ccc(CCNC(=O)COc2ccc(S(=O)(=O)N3CCOCC3)cc2C)cc1	106	96	102	103	106	0	107	14
CN(C)S(=O)(=O)c1ccc(NC(=O)CSc2nc3ccccc3n2-c2ccccc2)cc1	100	85	92	98	89	0	87	14
COc1ccccc1C(=O)NCCC(=O)Nc1ccc(S(=O)(=O)Nc2ncccn2)cc1	103	109	106	102	94	0	105	6
COc1ccccc1NC(=O)c1sc2ncn(CC(=O)N3CCC(C)CC3)c(=O)c2c1C	97	93	97	101	102	3	30	-5

Screens as filed in PubChem.
